Cycloheximide cs = counter-screen for Shiga toxin inhibitors: cycloheximide protein synthesis inhibition; cell reporter, cycloheximide protein synthesis inhibition counterscreen; max response, %; 300,000 tested, 12% active; AID 2314; in the data active = max response mostly above about 13%, no sharp cut-off; inactive = mostly below about 14%; note: read at 38.3 µM for the half of the compounds with a filed dose; 0% is about no effect
Pf growth 48h = P. falciparum growth inhibition at 48 hours (one generation); AID 504832; P. falciparum luciferase growth in erythrocytes, 48 h; 310,000 tested, 5.9% active; Potency, µM (titrated, usually from 28.7 µM), for the others: at the highest dose activity change, negative = inhibition, usual class: inhibitors; note: potency is the fitted concentration of half-maximal effect; % is set by controls: 0 for no effect and ±100 for the full control effect
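Luciferase-expressing P. falciparum in infected erythrocytes (2% hematocrit, 0.1% parasitemia final) in RPMI 1640/0.5% Albumax were exposed to compound for 48 hours at 37 C, 5% CO2; growth read as luminescence.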
Pf growth 96h = P. falciparum growth inhibition at 96 hours | P. falciparum luciferase reporter growth, 96 h | Potency, µM (highest dose often 28.7 µM), for the others: at the top dose activity change, negative = inhibition, hits mostly inhibitors | 320,000 tested, 6.9% active | AID 504834; note: potency is the fitted concentration of half-maximal effect; % is set by controls: 0 for no effect and ±100 for the full control effect
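Readout is luminescence from an integrated firefly luciferase in P. falciparum. Red cells, 2% hematocrit and 0.05% parasitemia final, were cultured with compound through two parasite generations (96 hours) at 37 C, 5% CO2.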
LmPK inh = LmPK (Leishmania mexicana) enzyme inhibition. Q27686. purified LmPK, Kinase-Glo ATP luminescence, 1 h. Potency, µM (highest dose often 57.5 µM), for the others: at the highest dose activity change, negative = inhibition, actives largely listed as inhibitors. 290,000 tested, 0.37% active. AID 1721; note: potency is the fitted concentration of half-maximal effect; % is set by controls: 0 for no effect and ±100 for the full control effect
Target sequence (Q27686 whole entry, looked up): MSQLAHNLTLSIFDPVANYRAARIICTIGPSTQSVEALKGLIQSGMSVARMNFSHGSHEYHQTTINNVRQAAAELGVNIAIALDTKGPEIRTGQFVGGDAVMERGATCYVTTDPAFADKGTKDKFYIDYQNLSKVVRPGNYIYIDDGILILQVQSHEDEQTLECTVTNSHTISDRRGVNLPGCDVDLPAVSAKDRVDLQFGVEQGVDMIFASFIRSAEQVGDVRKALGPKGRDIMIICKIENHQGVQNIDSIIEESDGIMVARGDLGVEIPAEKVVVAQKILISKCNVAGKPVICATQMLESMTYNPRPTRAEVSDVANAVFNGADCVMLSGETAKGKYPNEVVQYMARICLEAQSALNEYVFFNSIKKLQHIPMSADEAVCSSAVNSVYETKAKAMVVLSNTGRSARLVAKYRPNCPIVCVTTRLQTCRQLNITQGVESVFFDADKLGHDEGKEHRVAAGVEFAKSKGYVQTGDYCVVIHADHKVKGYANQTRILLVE
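In 50 mM imidazole pH 7.2 with 7 mM MgCl2, LmPK (0.1 nM) turned over PEP (0.5 mM) and ADP (0.1 mM) for 1 h at room temperature. Luciferase read-out of ATP.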
Tb PYK inh = inhibitors of Trypanosoma brucei pyruvate kinase | Q57TT1 | TbPYK enzyme, Kinase-Glo Plus ATP luminescence, 45 min | Potency, µM (highest dose often 76.8 µM), inactives show top-dose activity, negative = inhibition, hits mostly inhibitors | 410,000 tested, 0.12% active; note: potency is the fitted concentration of half-maximal effect; % is set by controls: 0 for no effect and ±100 for the full control effect; nearly all actives have a fitted effect of over 50% in size
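ADP (130 uM final) triggers the TbPYK reaction after compound addition; incubation is 45 min at room temperature. Kinase-Glo Plus is then added and luminescence imaged. Normalized data are fitted to concentration-effect curves.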
AMA1 RON2 block = inhibitors of Plasmodium falciparum AMA1-RON2 interaction. AlphaScreen AMA1-biotinylated RON2 peptide binding. 360,000 tested, 0.2% active. Potency, µM (titrated, usually from 58.2 µM), for the others: top-dose activity change, negative = inhibition, actives largely listed as inhibitors;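 note: potency is the fitted concentration of half-maximal effect; 0% = vehicle wells and -100% = peptide control; nearly all actives have a fitted effect of over 45% in size; some results filed as inactive show a strong effect at the top dose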
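AMA1 (3D7) with his tag at 25 nM final met compounds first, then biotinylated RON2 peptide at 25 nM; detection used donor plus acceptor beads, 10 µg/mL apiece, read by AlphaScreen after 30 min at room temperature.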
Shiga inhibitor = blocks Shiga toxin action in Vero cells; 290,000 tested, 9.2% active; AID 2315; Vero cells, Shiga toxin protein synthesis inhibition reporter; inhibition, % at 38.7 µM; in the data active = inhibition mostly above about 28%, no sharp cut-off; inactive = mostly below about 43%; note: 0% is about no effect
* hit, by the source's call; & = joins results of further samples; [ ] = remark or other dose. Unless noted, calls come from the whole dose curve; as a rule, active = well fitted curve in the direction sought with a large enough effect; inconclusive = small, poorly fitted or top-dose-only effect, or another doubt; inactive = no such curve, though single readings can be large; an effect the other way counts as inactive or inconclusive.

`Cc1nnnn1CC(=O)Nc1cccc([N+](=O)[O-])c1` gave Cycloheximide cs -2.9, Pf growth 48h -0.9%[5.75 µM], Pf growth 96h inconclusive, LmPK inh 0.7%, Tb PYK inh -1.9%, AMA1 RON2 block 1.7% and Shiga inhibitor 11.5.
`Cc1onc(-c2c(Cl)cccc2Cl)c1C(=O)N1CCCCC1` gave Cycloheximide cs 5.4, Pf growth 48h 11.9%, Pf growth 96h 35.7%[activator], LmPK inh 4.8%, Tb PYK inh -0.9%, AMA1 RON2 block -10.0% and Shiga inhibitor -4.1.
O=C(O)c1ccc(NCc2cccnc2)c([N+](=O)[O-])c1 was read as Cycloheximide cs -3.2, Pf growth 48h -4.3%, Pf growth 96h 100.1%[activator], LmPK inh 8.5%, Tb PYK inh 1.8%, AMA1 RON2 block 0.0% and Shiga inhibitor -21.1.
Screening Cc1ccc(OCCSc2nnc(-c3ccncc3)n2C)cc1 returned Cycloheximide cs -1.0, Pf growth 48h -23.7%, Pf growth 96h inconclusive, LmPK inh 5.2%, Tb PYK inh -1.6%, AMA1 RON2 block -8.8% and Shiga inhibitor -13.6.
CCOC(=O)Cc1csc(NC(=O)Cc2ccc(Br)cc2)n1 was read as Cycloheximide cs -2.8, Pf growth 48h -18.8%, Pf growth 96h 42.0%[activator], LmPK inh 0.6%, Tb PYK inh 0.1%, AMA1 RON2 block -1.5% and Shiga inhibitor 9.0.
Screening CC(=O)N1CCOCCOCCN(C(C)=O)CCOCCOCC1 returned Cycloheximide cs 6.7, Pf growth 48h 34.7%[activator], Pf growth 96h 19.9%, LmPK inh -3.4%, Tb PYK inh 1.3%, AMA1 RON2 block 14.8% and Shiga inhibitor 3.4.
Screening Cn1c(=O)[nH]c(=O)c2cc(C(=O)c3cc(F)ccc3O)cnc21 returned Cycloheximide cs -3.1, Pf growth 48h 0.0%, Pf growth 96h 1.1%, LmPK inh -4.0%, Tb PYK inh -1.7%, AMA1 RON2 block 11.6% and Shiga inhibitor 6.9.
C/C(=N\Nc1cc(Cl)nc(C)n1)c1ccccc1 was read as Cycloheximide cs 28.5*, Pf growth 48h 37.2%[activator], Pf growth 96h 121.2%[activator], LmPK inh 4.3%, Tb PYK inh 0.6%, AMA1 RON2 block -3.1% and Shiga inhibitor 45.8*.
Screening COc1cccc(Nc2nc3ccccc3n3nnnc23)c1 returned Cycloheximide cs 24.7, LmPK inh 2.3%, Tb PYK inh -10.0%, AMA1 RON2 block 88.0%[activator] and Shiga inhibitor 32.1.
CC1=NN(c2ccc(C)cc2)C(=O)/C1=C\c1ccc(Br)s1 was read as Cycloheximide cs 2.8, Pf growth 48h -13.9%, Pf growth 96h 9.4%, LmPK inh 2.9%, Tb PYK inh -8.2%, AMA1 RON2 block -18.6% and Shiga inhibitor 20.9.
`COC(=O)c1cn(C)c2ccc(S(=O)(=O)N3CCCC3)cc2c1=O` gave Cycloheximide cs 11.0, Pf growth 48h 2.0%, Pf growth 96h 3.7µM*, LmPK inh 0.9%, Tb PYK inh -0.7%, AMA1 RON2 block -6.9% and Shiga inhibitor 23.7.
`O=S(=O)(c1cccs1)N1CCN(CCOc2ccc(Cl)cc2)CC1` gave Pf growth 48h -16.1%, Pf growth 96h -11.8%, Tb PYK inh 0.4% and AMA1 RON2 block -0.5%.

Quoted at random: 3 entries already listed, in no set order.
Screening Cn1c(=O)[nH]c(=O)c2cc(C(=O)c3cc(F)ccc3O)cnc21 returned Cycloheximide cs -3.1, Pf growth 48h 0.0%, Pf growth 96h 1.1%, LmPK inh -4.0%, Tb PYK inh -1.7%, AMA1 RON2 block 11.6% and Shiga inhibitor 6.9.
CC1=NN(c2ccc(C)cc2)C(=O)/C1=C\c1ccc(Br)s1 was read as Cycloheximide cs 2.8, Pf growth 48h -13.9%, Pf growth 96h 9.4%, LmPK inh 2.9%, Tb PYK inh -8.2%, AMA1 RON2 block -18.6% and Shiga inhibitor 20.9.
CCOC(=O)Cc1csc(NC(=O)Cc2ccc(Br)cc2)n1 was read as Cycloheximide cs -2.8, Pf growth 48h -18.8%, Pf growth 96h 42.0%[activator], LmPK inh 0.6%, Tb PYK inh 0.1%, AMA1 RON2 block -1.5% and Shiga inhibitor 9.0.

Carrying on:
`CCN1CCN(C(=O)CN(CC)S(=O)(=O)c2ccc3ccccc3c2)CC1` gave Cycloheximide cs -2.8, Pf growth 48h -3.7%, Pf growth 96h inconclusive, LmPK inh 1.1%, Tb PYK inh 1.2%, AMA1 RON2 block -0.7% and Shiga inhibitor -16.4.
For CCC(=O)Nc1c2c(nn1-c1ccc(OC)cc1)CSC2 the results were Cycloheximide cs 12.3, Pf growth 48h 30.9%[activator], Pf growth 96h 17.2%, LmPK inh 0.8%, Tb PYK inh 0.5%, AMA1 RON2 block 0.8% and Shiga inhibitor -6.3.
Cc1cc(SCC(=O)NC2CCCC2)nc2ccccc12 was read as Cycloheximide cs -2.9, Pf growth 48h 12.9%, Pf growth 96h 0.8%, LmPK inh -6.8%, Tb PYK inh 2.1%, AMA1 RON2 block 0.6% and Shiga inhibitor 17.9.
`O=C(Nc1nnc(CSCc2ccc(F)cc2)s1)c1ccc([N+](=O)[O-])cc1` gave Cycloheximide cs 4.4, Pf growth 48h 11.0%, Pf growth 96h -9.8%, LmPK inh -4.0%, Tb PYK inh -6.4%, AMA1 RON2 block 3.1% and Shiga inhibitor 19.2.
`O=C(N/N=C/C1C(c2ccccc2)C1(Cl)Cl)c1cccc(Cl)c1` (centres undefined) gave Cycloheximide cs 39.6*, Pf growth 48h 54.4%[activator], Pf growth 96h 0.0%, LmPK inh 5.4%, Tb PYK inh 1.6%, AMA1 RON2 block 18.0% and Shiga inhibitor 49.4*.
Cn1c(CC(=O)Nc2ccc(F)cc2)nnc1SCC(=O)Nc1nncs1 was read as Cycloheximide cs -1.2, Pf growth 48h inconclusive, Pf growth 96h 3.2%, LmPK inh 2.1%, Tb PYK inh -0.9%, AMA1 RON2 block -12.0% and Shiga inhibitor -6.8.
`COc1ccc(OCCOc2ccc(S(=O)(=O)N3CCCC3)cc2C(N)=O)cc1` gave Pf growth 48h -8.3%, Pf growth 96h 3.7µM*, Tb PYK inh 1.8% and AMA1 RON2 block 5.5%[11.6 µM].
Screening COc1ccc(S(=O)(=O)N2CCOC2CNC(=O)C(=O)NCc2cccnc2)cc1C (centres undefined) returned Cycloheximide cs -2.3, Pf growth 48h inconclusive, Pf growth 96h -6.7%, LmPK inh 2.8%, Tb PYK inh 3.2%, AMA1 RON2 block -2.4% and Shiga inhibitor -5.5.
`Cc1cc(C)c(C)c(S(=O)(=O)NCC(=O)Nc2ccc(F)cc2)c1C` gave Cycloheximide cs -0.8, Pf growth 48h -14.0%, Pf growth 96h -22.8%, LmPK inh -0.4%, Tb PYK inh 2.4%, AMA1 RON2 block 25.8% and Shiga inhibitor -6.8.
`COc1cc(CNCCCN2CCOCC2)c(Br)cc1OCC(=O)Nc1ccccc1C` gave Cycloheximide cs 11.7, Pf growth 48h 10.4µM*, Pf growth 96h inconclusive, LmPK inh -1.5%, Tb PYK inh -5.0%, AMA1 RON2 block 13.8% and Shiga inhibitor 34.1.
Screening O=C(Nc1cccnc1)c1cc(-c2ccc(Cl)cc2)on1 returned Cycloheximide cs 39.6*, Pf growth 48h 230.7%[activator], Pf growth 96h 91.1%[activator], LmPK inh -0.1%, Tb PYK inh -2.1%&-2.7%, AMA1 RON2 block inconclusive and Shiga inhibitor 152.4*.
`CC(C)COc1ccc(C(=O)OCC(=O)NCCC2=CCCCC2)cc1` gave Pf growth 48h inconclusive, Pf growth 96h -3.5%, Tb PYK inh -4.1% and AMA1 RON2 block -10.3%.
For CC(C)(C)S(=O)(=O)c1cnc2c(S(=O)(=O)c3ccccc3)cnn2c1N the results were Cycloheximide cs -4.3, Pf growth 48h inconclusive, Pf growth 96h 4.6%, LmPK inh -5.6%, Tb PYK inh 1.9%, AMA1 RON2 block 11.5% and Shiga inhibitor 7.7.
Cc1cc(=O)n2nc(N3CCCC(C(=O)N4CCN(C)CC4)C3)sc2n1 (centres undefined) was read as Cycloheximide cs -0.8, Pf growth 48h 0.8%, Pf growth 96h 42.1%, LmPK inh 4.2%, Tb PYK inh 1.5%, AMA1 RON2 block -1.2% and Shiga inhibitor -2.9.
FC1(F)C(F)(F)C(F)(F)C2(F)C(F)(F)C(F)(F)C(F)(F)C(F)(F)C2(F)C1(F)F (centres undefined) was read as Pf growth 48h -3.4%, Pf growth 96h -10.0% and Tb PYK inh -3.3%.
CCOc1c(Cl)cc(C(=O)Nc2cccc(C(=O)O)c2)cc1Cl was read as Cycloheximide cs 43.3*, Pf growth 48h 100.8%[activator], Pf growth 96h -9.3%, LmPK inh -2.1%, Tb PYK inh -1.6%, AMA1 RON2 block -3.9% and Shiga inhibitor 69.3*.
`C=CCN1C[C@@H](C)N(C(c2ccc(C(=O)N(CC)CC)cc2)c2cccc(OC)c2)C[C@@H]1C` (some centres undefined) gave Pf growth 48h 1.65µM*, Pf growth 96h 7.5%, Tb PYK inh 1.7% and AMA1 RON2 block 21.2%.
COc1ccc(C2CC(=O)C(C=NCCN3CCN(C(=S)Nc4ccccc4)CC3)=C(O)C2)cc1 (centres undefined) was read as Cycloheximide cs 1.0, Pf growth 48h -2.4%, Pf growth 96h -2.6%, LmPK inh -1.4%, Tb PYK inh 2.0%, AMA1 RON2 block 99.3%[activator] and Shiga inhibitor 20.1.
`Cc1ccc(NC(=O)C2CCN(S(=O)(=O)c3ccc4c(c3)NC(=O)C(C)S4)CC2)cc1Cl` (centres undefined) gave Cycloheximide cs -2.3, Pf growth 48h 13.1µM*, Pf growth 96h inconclusive, LmPK inh -1.6%, Tb PYK inh -1.1%, AMA1 RON2 block -3.0% and Shiga inhibitor 2.2.
`C#CCn1cc(/C=C2\NC(=O)NC2=O)c2ccccc21` gave Cycloheximide cs -1.6, Pf growth 48h 3.0%, Pf growth 96h 6.8%, LmPK inh 2.2%, Tb PYK inh 3.4%, AMA1 RON2 block inconclusive and Shiga inhibitor -2.8.
CCOCCc1c(O)nc(SC)[nH]c1=O was read as Cycloheximide cs -5.5, Pf growth 48h 15.3%, Pf growth 96h 23.6%, LmPK inh -1.4%, Tb PYK inh -12.2%, AMA1 RON2 block -3.8% and Shiga inhibitor -7.6.
Screening COc1ccc(OCCNS(=O)(=O)c2cccc([N+](=O)[O-])c2)cc1 returned Cycloheximide cs -1.3, Pf growth 48h 78.4%[activator], Pf growth 96h 33.5%[activator], LmPK inh 6.3%, Tb PYK inh -1.2%, AMA1 RON2 block 1.9% and Shiga inhibitor 9.0.
For Cc1nn(-c2ccccc2)c2nc(N)c(C#N)c(-c3ccc(O)c(O)c3)c12 the results were Cycloheximide cs -1.9, Pf growth 48h 0.0%, Pf growth 96h 0.0%, LmPK inh -9.3%, Tb PYK inh 6.6%, AMA1 RON2 block 2.1% and Shiga inhibitor -3.8.
For COc1ccc(Cl)c(S(=O)(=O)N2CCCC2)c1 the results were Cycloheximide cs 1.0, Pf growth 48h -13.2%, LmPK inh 2.3%, Tb PYK inh 0.0%, AMA1 RON2 block 3.2% and Shiga inhibitor -7.7.

Bioassay records deposited in PubChem BioAssay by National Center for Advancing Translational Sciences (NCATS).

Rows were taken by chance. About 21% of those tested had a hit in this group.
